LAP4-GFP MLPCN: yeast TOR pathway LAP4-GFP modulation. S. cerevisiae LAP4-GFP multiplex, flow cytometry GFP, 3 h; median GFP as percent of DMSO wells. GFP response vs DMSO, % at 10 µM. 320,000 tested, 0.34% active. AID 2023;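 active means GFP response vs DMSO above a set limit, about the screen mean plus 3 SD, cut at about 150% in these data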
MEP2-GFP yeast: yeast TOR pathway MEP2-GFP modulation. 330,000 tested, 0.51% active. S. cerevisiae MEP2-GFP strain, flow cytometry GFP, 3 h; 100% = DMSO control level. GFP response vs DMSO, % at 10 µM. AID 2016;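 active means GFP response versus DMSO above a set limit, roughly screen mean plus 3 SD, cut at about 180% in these data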;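 further: median GFP fluorescence of the barcode-gated MEP2-GFP cells per well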
procasp3 activ: activators of human procaspase-3. P42574. recombinant procaspase-3 D3A, Ac-DEVD-pNA absorbance 405 nm. 330,000 tested, 0.11% active. activation, % at 8.5 µM;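 active means activation above the mean of all tested compounds plus 3 SD, cut at about 21% in these data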;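 further: 0% = DMSO alone and 100% = DMSO wells spiked with extra 5 µM PC-3 D3A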
Target sequence (P42574 whole entry D9A/D28A/D175A): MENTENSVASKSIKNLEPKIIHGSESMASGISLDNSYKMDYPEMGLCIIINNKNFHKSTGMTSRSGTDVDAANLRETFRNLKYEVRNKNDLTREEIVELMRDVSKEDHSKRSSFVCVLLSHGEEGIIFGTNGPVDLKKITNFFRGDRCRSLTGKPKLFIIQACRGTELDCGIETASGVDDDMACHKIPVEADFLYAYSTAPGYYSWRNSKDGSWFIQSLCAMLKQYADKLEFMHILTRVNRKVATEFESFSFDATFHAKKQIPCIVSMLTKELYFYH
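System: Procaspase-3 D3A mutant. Medium: Zinc-free 300 mM NaCl, 50 mM HEPES, 0.01% Triton X-100. Schedule: 1 h preincubation plus 2 h reaction at 25 °C. Measured by: 405 nm absorbance of p-nitroaniline, reads at 0 and 120 min. Read-out: percent activation relative to control range.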
Yeast superoxide: lowers age-related superoxide in aged yeast cells; S. cerevisiae aged cells, superoxide DHE fluorescence; hits give low values; superoxide response (% of plate mean), % at 10 µM; 330,000 tested, 0.18% active;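 active means superoxide response under a set limit, about three screen SD below normal, cut at about 65% in these data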;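 further: yeast aged for seven days with compound at 30 °C before DHE staining; 100% = average MFI of all compound-treated wells on the plate with controls excluded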
RPL19A-GFP yeast: modulators of TOR pathway RPL19A-GFP in S. cerevisiae. percent response vs DMSO, % at 10 µM. 330,000 tested, 0.3% active. AID 2025. S. cerevisiae RPL19A-GFP strain, flow cytometry, 3 h; hits give low values;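 active means percent response vs DMSO below 50%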;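 further: median channel GFP fluorescence of the barcoded RPL19A-GFP strain; ratio of sample median GFP to plate DMSO average so 100% = DMSO; lower means less RPL19A-GFP as with rapamycin TOR inhibition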
GASC-1 inh: blocks human GASC-1 demethylase activity. GST-JMJD2C(1-420) H3K9me3 demethylation, DELFIA europium. inhibition, % at 2.35 µM. 330,000 tested, 0.069% active;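 active means more than half of a compound's replicate wells show inhibition beyond 50%, single wells judged on their own value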;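 further: signal counts dimethyl H3K9 product captured on neutravidin plate; 0% = median of DMSO wells and 100% = 0.3 times that DMSO median; strong numbers were not always called active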
procasp7 counter: counter-screen: procaspase-7 (human) activation | P55210 | AID 463210 | activation, % at 8.5 µM | recombinant procaspase-7, Ac-DEVD-pNA absorbance 405 nm; D23A/D198A/D206A triple mutant, cannot self-cleave; scale: DMSO 0, 5 µM enzyme 100 | 330,000 tested, 0.093% active;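 active means percent activation above the screen-wide mean plus 3 SD, cut at about 25% in these data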
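Material: Procaspase-7 triple mutant (PC-7 D3A) | Quantity: 2 µM procaspase-7 mutant as dispensed | Reagent: DEVD-pNA substrate | Times: 1 h preincubation, 2 h reaction | Technique: 405 nm absorbance of p-nitroaniline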
AHR activator: activates the human aryl hydrocarbon receptor; activation, % at 5 µM; 320,000 tested, 2.5% active; AID 2796; P35869; AHR-responsive luciferase reporter cells, luminescence; in the data active means activation above about 47%;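 further: 0% = vehicle wells and 100% = reference agonist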
Target sequence (P35869 whole entry, looked up): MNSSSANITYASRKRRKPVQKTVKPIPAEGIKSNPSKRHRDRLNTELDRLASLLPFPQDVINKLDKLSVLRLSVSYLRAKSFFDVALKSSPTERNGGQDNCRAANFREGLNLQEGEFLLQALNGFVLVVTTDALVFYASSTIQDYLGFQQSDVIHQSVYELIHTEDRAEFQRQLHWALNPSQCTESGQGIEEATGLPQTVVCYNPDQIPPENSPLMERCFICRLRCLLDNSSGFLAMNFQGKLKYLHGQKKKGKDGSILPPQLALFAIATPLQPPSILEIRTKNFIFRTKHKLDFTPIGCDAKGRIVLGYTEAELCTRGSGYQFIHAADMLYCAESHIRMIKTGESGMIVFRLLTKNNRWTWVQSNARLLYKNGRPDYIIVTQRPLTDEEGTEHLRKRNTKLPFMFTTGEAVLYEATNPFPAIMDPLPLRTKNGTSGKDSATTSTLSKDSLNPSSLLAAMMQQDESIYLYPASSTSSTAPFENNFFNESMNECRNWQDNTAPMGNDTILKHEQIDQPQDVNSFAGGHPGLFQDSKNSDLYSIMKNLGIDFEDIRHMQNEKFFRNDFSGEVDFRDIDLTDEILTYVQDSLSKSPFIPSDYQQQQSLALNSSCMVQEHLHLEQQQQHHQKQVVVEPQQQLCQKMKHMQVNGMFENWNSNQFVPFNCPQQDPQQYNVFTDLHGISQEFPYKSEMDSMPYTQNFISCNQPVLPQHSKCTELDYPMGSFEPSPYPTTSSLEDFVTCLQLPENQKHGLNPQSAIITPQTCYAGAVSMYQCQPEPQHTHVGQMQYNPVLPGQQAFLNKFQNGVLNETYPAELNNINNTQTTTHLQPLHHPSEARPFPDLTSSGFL
Active calls of the source: *.

How did COP(=O)(OC)C(Nc1ccc(C)cc1)c1ccc([N+](=O)[O-])cc1 (stereo unspecified) do in these assays?
LAP4-GFP MLPCN: 97; MEP2-GFP yeast: 103; procasp3 activ: -5; Yeast superoxide: 111; RPL19A-GFP yeast: 100; GASC-1 inh: -4; procasp7 counter: -5; AHR activator: 14

What do the screens show for `CS(=O)(=O)N1CCC(C(=O)Nc2ccccc2Br)CC1`?
LAP4-GFP MLPCN: 93; MEP2-GFP yeast: 90; procasp3 activ: -2; Yeast superoxide: 98; RPL19A-GFP yeast: 93; GASC-1 inh: 4; procasp7 counter: -8; AHR activator: -1

How did CCOC(=O)c1cc2c(=O)n3ccccc3nc2n(CCOC)c1=NC(=O)c1c(-c2c(F)cccc2Cl)noc1C do in these assays?
LAP4-GFP MLPCN: 101; MEP2-GFP yeast: 93; procasp3 activ: 0; Yeast superoxide: 97; RPL19A-GFP yeast: 96; GASC-1 inh: 9; procasp7 counter: 4; AHR activator: 1

Results for O=C(CCSCCC(=O)NCC1CCCO1)NCC1CCCO1 (stereo unspecified) ?
LAP4-GFP MLPCN: 90; MEP2-GFP yeast: 102; procasp3 activ: -6; Yeast superoxide: 104; RPL19A-GFP yeast: 96; GASC-1 inh: -4; procasp7 counter: 7; AHR activator: 1

How did CS/C(=N\NC(N)=O)c1ccccc1 do in these assays?
LAP4-GFP MLPCN: 91; MEP2-GFP yeast: 102; procasp3 activ: 3; Yeast superoxide: 82; RPL19A-GFP yeast: 99; GASC-1 inh: 0; procasp7 counter: 6; AHR activator: 1

What do the screens show for `Cc1ccc(C(=O)N2CCC(C(=O)c3c(C)cc(C)cc3C)CC2)cc1`?
LAP4-GFP MLPCN: 92; MEP2-GFP yeast: 97; procasp3 activ: -3; Yeast superoxide: 113; RPL19A-GFP yeast: 99; GASC-1 inh: 0; procasp7 counter: -2; AHR activator: 1

How did C=CCN(C(=O)Nc1ccccc1)C1CC(=O)N(c2ccc(OC)cc2)C1=O (stereo unspecified) do in these assays?
LAP4-GFP MLPCN: 102; MEP2-GFP yeast: 99; procasp3 activ: 3; Yeast superoxide: 96; RPL19A-GFP yeast: 102; GASC-1 inh: 35; procasp7 counter: 3; AHR activator: 0

Results for Cc1csc(NC(=O)C2CC(=O)N(c3ccc4c(c3)OCCO4)C2)n1 (stereo unspecified) ?
LAP4-GFP MLPCN: 100; MEP2-GFP yeast: 100; procasp3 activ: -1; Yeast superoxide: 100; RPL19A-GFP yeast: 101; procasp7 counter: 0; AHR activator: 1

How did CC#CCN(CC#CC)S(=O)(=O)c1ccc(-n2cnnn2)c(OC)c1 do in these assays?
LAP4-GFP MLPCN: 95; MEP2-GFP yeast: 104; procasp3 activ: -7; Yeast superoxide: 93; RPL19A-GFP yeast: 101; GASC-1 inh: -5; procasp7 counter: 3; AHR activator: 4

How did COc1ccc(-c2noc(CCC(=O)NCCc3ccccc3)n2)cc1OC do in these assays?
LAP4-GFP MLPCN: 106; MEP2-GFP yeast: 108; Yeast superoxide: 108; RPL19A-GFP yeast: 104; GASC-1 inh: 2

How did O=C(Nc1ccccc1)c1cccc(-c2nnc(-c3ccccc3)o2)c1 do in these assays?
LAP4-GFP MLPCN: 101; MEP2-GFP yeast: 102; procasp3 activ: 11; Yeast superoxide: 95; RPL19A-GFP yeast: 95; GASC-1 inh: 12; procasp7 counter: 10; AHR activator: 1

Results for CCCOc1ccc2cc(-c3ccccn3)c(=O)oc2c1 ?
LAP4-GFP MLPCN: 101; MEP2-GFP yeast: 94; procasp3 activ: -3; Yeast superoxide: 60*; RPL19A-GFP yeast: 104; GASC-1 inh: 1; procasp7 counter: 3; AHR activator: -13

Results for CCOC(=O)c1ccc(NC(=O)C(=O)NCc2ccncc2)cc1 ?
LAP4-GFP MLPCN: 79; MEP2-GFP yeast: 94; procasp3 activ: 6; Yeast superoxide: 104; RPL19A-GFP yeast: 116; GASC-1 inh: -3; procasp7 counter: -4; AHR activator: 10

What do the screens show for `O=C(NCC1CCCO1)c1ccc(N2C(=O)C3CCCCC3C2=O)cc1` (stereo unspecified)?
LAP4-GFP MLPCN: 91; MEP2-GFP yeast: 114; procasp3 activ: 10; Yeast superoxide: 96; RPL19A-GFP yeast: 107; GASC-1 inh: -8; procasp7 counter: 6; AHR activator: -2

Results for Cc1ccc(S(=O)(=O)NC(=O)Nc2ccc(N(C)C)cc2)cc1 ?
LAP4-GFP MLPCN: 98; MEP2-GFP yeast: 108; procasp3 activ: -10; Yeast superoxide: 69; RPL19A-GFP yeast: 97; GASC-1 inh: 3; procasp7 counter: -22; AHR activator: 30

How did O=c1[nH]c2c(s1)C(c1ccco1)C1C3CCC(C3)C1S2 (stereo unspecified) do in these assays?
LAP4-GFP MLPCN: 113; MEP2-GFP yeast: 114; procasp3 activ: -1; Yeast superoxide: 91; RPL19A-GFP yeast: 101; GASC-1 inh: 4; procasp7 counter: -17; AHR activator: 1

How did COc1ccccc1N1CCN(C(=O)COc2cccc(C)c2C)CC1 do in these assays?
LAP4-GFP MLPCN: 108; MEP2-GFP yeast: 102; procasp3 activ: 4; Yeast superoxide: 114; RPL19A-GFP yeast: 97; GASC-1 inh: 14; procasp7 counter: 1; AHR activator: 2

How did CCOC(=O)C1C(=O)OC(C)(C)C1C(CC)C(=O)c1ccccc1 (stereo unspecified) do in these assays?
LAP4-GFP MLPCN: 99; MEP2-GFP yeast: 103; procasp3 activ: -9; Yeast superoxide: 121; RPL19A-GFP yeast: 99; procasp7 counter: 5; AHR activator: 2

Results for COC(=O)c1ccccc1N(C)S(C)(=O)=O ?
LAP4-GFP MLPCN: 104; MEP2-GFP yeast: 95; procasp3 activ: 0; Yeast superoxide: 98; RPL19A-GFP yeast: 105; GASC-1 inh: 7; procasp7 counter: -6; AHR activator: -2

What do the screens show for `CCSc1cnc(-c2ccccc2)n1CC`?
LAP4-GFP MLPCN: 119; MEP2-GFP yeast: 98; procasp3 activ: 1; Yeast superoxide: 99; RPL19A-GFP yeast: 94; GASC-1 inh: 9; procasp7 counter: -2; AHR activator: 0

How did CCOC(=O)C[C@H]1c2ccccc2S(=O)(=O)N1Cc1cccc(C(F)(F)F)c1 do in these assays?
procasp3 activ: 0; GASC-1 inh: -1; procasp7 counter: 6; AHR activator: 1

Results for CCOC(=O)COc1ccc(S(=O)(=O)NCc2cccnc2)cc1 ?
LAP4-GFP MLPCN: 96; MEP2-GFP yeast: 107; procasp3 activ: 2; Yeast superoxide: 103; RPL19A-GFP yeast: 103; GASC-1 inh: 5; procasp7 counter: -7; AHR activator: 1

Results for CCCn1c(SCC(=O)N2CCN(S(=O)(=O)c3ccc(Cl)cc3)CC2)n[nH]c1=O ?
LAP4-GFP MLPCN: 90; MEP2-GFP yeast: 91; procasp3 activ: -10; Yeast superoxide: 104; RPL19A-GFP yeast: 95; GASC-1 inh: -6; procasp7 counter: 9; AHR activator: 3

How did COc1cc(OC)c(/C=N/N2CCN(c3ccccc3OC)CC2)c(OC)c1 do in these assays?
LAP4-GFP MLPCN: 99; MEP2-GFP yeast: 100; procasp3 activ: 8; Yeast superoxide: 98; RPL19A-GFP yeast: 100; GASC-1 inh: 15; procasp7 counter: -2; AHR activator: 0

Results for CCOCCCNC(=O)/C(C#N)=C/c1ccc(Cl)c([N+](=O)[O-])c1 ?
LAP4-GFP MLPCN: 121; MEP2-GFP yeast: 84; procasp3 activ: -5; Yeast superoxide: 95; RPL19A-GFP yeast: 98; GASC-1 inh: 0; procasp7 counter: 2; AHR activator: 2

What do the screens show for `O=[N+]([O-])c1cc(-n2cnnn2)ccc1N1CCC(Cc2ccccc2)CC1`?
LAP4-GFP MLPCN: 119; MEP2-GFP yeast: 102; procasp3 activ: -5; Yeast superoxide: 105; RPL19A-GFP yeast: 106; GASC-1 inh: -1; procasp7 counter: -1; AHR activator: -4

What do the screens show for `CCOC(=O)N1CCC(Nc2c(NCCCN3CCN(c4ccc(OC)cc4)CC3)c(=O)c2=O)CC1`?
LAP4-GFP MLPCN: 101; MEP2-GFP yeast: 97; procasp3 activ: 0; Yeast superoxide: 111; RPL19A-GFP yeast: 101; GASC-1 inh: 5; procasp7 counter: 2; AHR activator: 2

What do the screens show for `On1onc2c3cc(-c4ccccc4)nc3ccc21`?
LAP4-GFP MLPCN: 137; MEP2-GFP yeast: 95; procasp3 activ: 0; Yeast superoxide: 91; RPL19A-GFP yeast: 92; GASC-1 inh: -27; procasp7 counter: -6; AHR activator: 9

What do the screens show for `COC(=O)Nc1ccc(S(=O)(=O)N2CCCc3cccc(O)c32)cc1`?
LAP4-GFP MLPCN: 92; MEP2-GFP yeast: 88; procasp3 activ: 12; Yeast superoxide: 85; RPL19A-GFP yeast: 92; GASC-1 inh: 19; procasp7 counter: -2; AHR activator: 1

What do the screens show for `Cc1cccc(C)c1OCCOC(=O)c1cccc(S(=O)(=O)N2CCOCC2)c1`?
LAP4-GFP MLPCN: 105; MEP2-GFP yeast: 100; procasp3 activ: 1; Yeast superoxide: 86; RPL19A-GFP yeast: 95; GASC-1 inh: 2; procasp7 counter: -1; AHR activator: -1

How did COC(=O)c1cc(=O)n(Cc2ccc3c(c2)OCO3)c(=Nc2ccc(F)cc2)s1 do in these assays?
LAP4-GFP MLPCN: 115; MEP2-GFP yeast: 89; procasp3 activ: 3; Yeast superoxide: 109; RPL19A-GFP yeast: 99; GASC-1 inh: 0; procasp7 counter: 7; AHR activator: 2

What do the screens show for `O=C(C1CCCN(S(=O)(=O)c2cnc[nH]2)C1)N1CC(=O)N(CCc2ccccc2)C(=O)C1` (stereo unspecified)?
LAP4-GFP MLPCN: 98; MEP2-GFP yeast: 105; procasp3 activ: 7; Yeast superoxide: 95; RPL19A-GFP yeast: 98; GASC-1 inh: 1; procasp7 counter: -2; AHR activator: -3

Results for C/C(=N/NC(=O)c1cc(C)[nH]n1)c1ccncc1 ?
LAP4-GFP MLPCN: 87; MEP2-GFP yeast: 102; procasp3 activ: 0; Yeast superoxide: 103; RPL19A-GFP yeast: 99; GASC-1 inh: -18; procasp7 counter: 10; AHR activator: 18

What do the screens show for `Nc1ccn(CC(=O)NCc2ccc3[nH]ccc3c2)c(=O)n1`?
LAP4-GFP MLPCN: 98; MEP2-GFP yeast: 98; procasp3 activ: 5; Yeast superoxide: 80; RPL19A-GFP yeast: 98; GASC-1 inh: 10; procasp7 counter: 12; AHR activator: 1

Results for CCOc1ccccc1N(CC(=O)NC(C)(C)C)C(=O)Cn1nnc(-c2ccc(C)o2)n1 ?
LAP4-GFP MLPCN: 100; MEP2-GFP yeast: 106; procasp3 activ: 4; Yeast superoxide: 81; RPL19A-GFP yeast: 98; GASC-1 inh: -5; procasp7 counter: -1; AHR activator: 1

Arranged by molar mass (lowest first): three of the compounds above.
What do the screens show for `COC(=O)Nc1ccc(S(=O)(=O)N2CCCc3cccc(O)c32)cc1`?
LAP4-GFP MLPCN: 92; MEP2-GFP yeast: 88; procasp3 activ: 12; Yeast superoxide: 85; RPL19A-GFP yeast: 92; GASC-1 inh: 19; procasp7 counter: -2; AHR activator: 1

What do the screens show for `O=[N+]([O-])c1cc(-n2cnnn2)ccc1N1CCC(Cc2ccccc2)CC1`?
LAP4-GFP MLPCN: 119; MEP2-GFP yeast: 102; procasp3 activ: -5; Yeast superoxide: 105; RPL19A-GFP yeast: 106; GASC-1 inh: -1; procasp7 counter: -1; AHR activator: -4

Results for CCCn1c(SCC(=O)N2CCN(S(=O)(=O)c3ccc(Cl)cc3)CC2)n[nH]c1=O ?
LAP4-GFP MLPCN: 90; MEP2-GFP yeast: 91; procasp3 activ: -10; Yeast superoxide: 104; RPL19A-GFP yeast: 95; GASC-1 inh: -6; procasp7 counter: 9; AHR activator: 3

Screens from PubChem BioAssay.
